Assay outcomes as filed in PubChem.
Furin inh = human furin inhibition; purified furin, fluorogenic substrate cleavage; AID 463115; inhibition, % at 30 µM; 220,000 compounds, 0.061% hits; in the data active = inhibition above about 25%; note: inactives centre near -15
Target sequence (P09958 108-714 limits assumed): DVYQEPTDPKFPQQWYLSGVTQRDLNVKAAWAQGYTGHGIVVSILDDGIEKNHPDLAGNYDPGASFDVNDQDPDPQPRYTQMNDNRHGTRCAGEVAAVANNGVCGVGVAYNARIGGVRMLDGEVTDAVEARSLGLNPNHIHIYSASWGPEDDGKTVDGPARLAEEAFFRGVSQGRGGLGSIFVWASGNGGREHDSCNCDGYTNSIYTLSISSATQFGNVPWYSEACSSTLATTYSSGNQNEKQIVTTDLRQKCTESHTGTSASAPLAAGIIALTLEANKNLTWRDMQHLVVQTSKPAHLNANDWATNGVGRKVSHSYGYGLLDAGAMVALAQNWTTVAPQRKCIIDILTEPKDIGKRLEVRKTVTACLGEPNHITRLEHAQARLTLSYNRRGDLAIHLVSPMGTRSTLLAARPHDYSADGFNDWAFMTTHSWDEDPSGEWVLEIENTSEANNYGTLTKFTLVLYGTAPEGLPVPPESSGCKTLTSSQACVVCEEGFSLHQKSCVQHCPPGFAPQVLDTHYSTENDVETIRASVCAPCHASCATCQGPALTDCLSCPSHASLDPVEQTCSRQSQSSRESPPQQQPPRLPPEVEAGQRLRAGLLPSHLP
NCF1 inh = inhibitors of human p47phox binding. P14598. p47phox/p22phox peptide binding, fluorescence polarization, 2 h. inhibition, % at 24.7 µM. 220,000 compounds, 0.53% hits. AID 1274;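 active = inhibition above about 30%, limit read from the data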;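 note: 0% = p47phox with labelled peptide and 100% = labelled peptide alone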
BaF3 tox = counter-screen for JAK2V617F inhibitors: parental Ba/F3 viability inhibitors. CellTiter-Glo ATP luminescence. inhibition, % at 5.6 µM. 220,000 compounds, 1.1% hits;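 active = inhibition above a per-campaign cutoff, the mean inhibition of all tested compounds plus 3 SD, cut at about 27% in these data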;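 note: 0% = DMSO wells and 100% = JAK Inhibitor I control wells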
EP2 antag = blocks the human prostaglandin E2 receptor EP2; C6 glioma cells expressing human EP2, cAMP TR-FRET; cells stimulated with saturating PGE2; 260,000 compounds, 0.52% hits; inhibition, % at 25 µM; P43116; AID 1422;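 active = percent inhibition above 40 after rounding to a whole number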;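 note: rat C6 glioma host cells with rolipram phosphodiesterase inhibitor present; the protocol text gives 20 µM as final concentration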
Target sequence (P43116 whole entry, looked up): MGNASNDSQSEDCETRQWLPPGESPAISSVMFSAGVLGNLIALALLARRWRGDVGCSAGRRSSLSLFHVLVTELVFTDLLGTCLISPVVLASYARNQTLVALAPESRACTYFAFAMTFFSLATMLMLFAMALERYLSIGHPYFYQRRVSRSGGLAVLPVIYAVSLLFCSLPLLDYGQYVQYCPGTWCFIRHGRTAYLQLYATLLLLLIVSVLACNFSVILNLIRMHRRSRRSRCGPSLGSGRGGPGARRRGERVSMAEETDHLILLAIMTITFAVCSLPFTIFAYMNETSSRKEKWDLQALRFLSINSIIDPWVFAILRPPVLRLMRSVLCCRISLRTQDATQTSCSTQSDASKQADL
Ba/F3 V617F tox = loss of viability in JAK2V617F-driven Ba/F3 cells | Ba/F3 EpoR-JAK2V617F viability, ATP luminescence | 220,000 compounds, 1.1% hits | inhibition, % at 5.6 µM;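 active = inhibition above the campaign mean plus 3 SD over all tested compounds, cut at about 24% in these data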;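 note: cytokine-independent growth of Ba/F3 cells driven by EpoR plus mutant JAK2; 0% = DMSO-treated cells and 100% = JAK inhibitor I control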
p97 inhibitor = inhibitors of human p97 ATPase | 220,000 compounds, 0.42% hits | recombinant p97 ATPase, Kinase-Glo ATP luminescence, 3 h | AID 1481 | inhibition, % at 8 µM | P55072; in the data active = inhibition above about 15%;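 note: 0% = DMSO vehicle and 100% = wells lacking enzyme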
TbHK1 inh = T. brucei hexokinase 1 inhibition. recombinant TbHK1, G6PDH-coupled NADH A340. inhibition, % at 10 µM. 220,000 compounds, 0.11% hits. AID 1430;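 active = inhibition of 50% or more in the single-dose primary screen; inactive = inhibition below 50%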
RBBP9 inhibitor = human RBBP9 hydrolase inhibition; 220,000 compounds, 0.2% hits; recombinant RBBP9, FP-Rh probe fluorescence polarization; inhibition, % at 7.94 µM; O75884;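 active = inhibition above the campaign mean of all tested compounds plus 3 SD, cut at about 14% in these data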;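 note: plate controls were DMSO wells with RBBP9 for no effect and wells lacking RBBP9 protein for full effect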
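Measured by – fluorescence polarization · Test system – RBBP9 protein · Input – 2.5 µM RBBP9 dispensing solution, before mixing · Measure – percent inhibition from mP, scaled between DMSO and no-protein wells · Benchmarks – DMSO-treated enzyme wells and wells lacking RBBP9 · Times – preincubation 30 min plus labeling 45 min at 25 °C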
PPC-1+TRAIL kill = kills PPC-1 cancer cells in the presence of TRAIL; PPC-1 cells + TRAIL, ATPLite viability luminescence; 220,000 compounds, 0.41% hits; cell killing (% activity), % at 4 µM;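 active = cell killing above 50% in the first pass at 4 µM, then a duplicate retest at 5 µM averaging 50% or more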;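 note: plate controls were cells with TRAIL plus DMSO for no effect and medium-only wells lacking cells for full effect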
The depositor's hits bear a star; x = no result given; & = joins results of further samples; [ ] = remark or other dose.

structure	Furin inh	NCF1 inh	BaF3 tox	EP2 antag	Ba/F3 V617F tox	p97 inhibitor	TbHK1 inh	RBBP9 inhibitor	PPC-1+TRAIL kill
Cc1ccc(C(=O)Cn2nnc3c(sc4nc5c(c(-c6ccccc6)c43)CCC5)c2=O)cc1	-9[20 µM]	-13	-2	15	3	-3	-8	-3	-8
Nc1ccc(-c2cc(-c3cccc(N)c3)nc(-c3ccccc3)n2)cc1	-11	-37	2	12	-4	9	-24	-1	9
CCCOc1ccc(/C=N/NC(=O)C2CCCN2S(=O)(=O)c2ccc(Cl)cc2)cc1 (stereo not given)	-8[20 µM]	-12	3	16	3	-4	-3	3	5
COc1ccc(NC(=O)Cc2nnc(N)s2)cc1	-25	-9	3	3	-2	3	-1	2	1
O=C(COC(=O)CCSc1ccccc1)NCc1ccc(F)cc1	-29	-6	1	9	-3	2	1	-5	-18
c1ccc(-c2ccc(OCCCn3cncn3)cc2)cc1	-16[20 µM]	-7	3	7	-1	-5	4	-5	-7
Cc1cccc(-c2nc3cc(NC(=O)C4CCCO4)ccc3o2)c1 (stereo not given)	-4	-21	5	14	1	-5	31	-4	56*
CCOC(=O)CC1C(=O)NCCN1C(=O)c1cccc(C(F)(F)F)c1 (stereo not given)	-12[20 µM]	-15	1	1	4	-4	2	5	-22
COC(=O)C1=C(C)N(c2ccc(C)c(C)c2)/C(=C/c2cccs2)C1=O	-12	-3	5	8	-2	-1	-8	-4	11
CCN1CCc2c(sc(N)c2C(N)=O)C1	-3[20 µM]	-85	-1	x	-2	2	-9	-6	-9

Part of the list above in order of length of the SMILES, high to low.
structure	Furin inh	NCF1 inh	BaF3 tox	EP2 antag	Ba/F3 V617F tox	p97 inhibitor	TbHK1 inh	RBBP9 inhibitor	PPC-1+TRAIL kill
Nc1ccc(-c2cc(-c3cccc(N)c3)nc(-c3ccccc3)n2)cc1	-11	-37	2	12	-4	9	-24	-1	9
CCOC(=O)CC1C(=O)NCCN1C(=O)c1cccc(C(F)(F)F)c1 (stereo not given)	-12[20 µM]	-15	1	1	4	-4	2	5	-22
Cc1cccc(-c2nc3cc(NC(=O)C4CCCO4)ccc3o2)c1 (stereo not given)	-4	-21	5	14	1	-5	31	-4	56*

Further results.
structure	Furin inh	NCF1 inh	BaF3 tox	EP2 antag	Ba/F3 V617F tox	p97 inhibitor	TbHK1 inh	RBBP9 inhibitor	PPC-1+TRAIL kill
Cc1nn2c(NCCCn3ccnc3)cc(C(C)C)nc2c1-c1ccccc1	-5	-7	4	7	5	-3	-16	7	10
O=c1cc(Cn2ccnc2)c2cc3c(cc2o1)CCC3	-20	0	2	6	-1	3	-24	-11	-1
CCOC(=O)C1=C(C)N(c2ccc(OC)cc2)C(=O)/C1=C\c1cccs1	-9	1	2	2	4	-7	-3	-14	2
CN1CCN(C(c2cccc(Cl)c2)c2ccccc2Cl)CC1 (stereo not given)	-14	-21	8	11	-1	-1	14	-9	34
Cc1ccc2c(c1)N(CCCC(=O)NCCC1=CCCCC1)C(=O)CO2	-33	2	7	9	2	-10	2	5	18
O=C(O)CNC(=S)N(Cc1ccccc1Cl)C1CCCC1	-40	x	5	2	-2	3	0	-1	6
CCS(=O)(=O)N1CCN(c2ccc([N+](=O)[O-])c(N3CCOCC3)c2)CC1	17	7	1	15	3	-4	-4	-6	10
COc1ccc(/C=C/C(=O)Nc2cc(C)nn2-c2nc3ccccc3n2Cc2cccc([N+](=O)[O-])c2)cc1	-13	-53	5	6	1	0	-23	-11	10
CC(C)C(NC(=O)OCc1ccccc1)C(=O)NCC(=O)OC(C)(C)C (stereo not given)	-5	-9	1	12	-2	3	4	-4	7
COc1ccc(C)cc1S(=O)(=O)n1nc(C)cc1C	-23	-5	7	5	-2	2	1	-4	16
COC(=O)CSc1nnc(CNS(=O)(=O)c2ccc(C)cc2)n1C	-32	-5	2	8	-2	7	4	-8	-1
COc1cccc(C(=O)CN2C(=O)C(C)(C)Oc3ccc(C(=O)N4CCCCCC4)cc32)c1	-13	-20	4	7&13	1	-5	-10	-6	10
COc1ccc(S(=O)(=O)Nc2cc3c(cc2C(C)=O)OCO3)cc1	-17	-7	9	2	0	6	-9	-10	x
CCOc1ccc(N=C2NC(=O)C(CC(=O)O)S2)cc1 (stereo not given)	-30	-31	7	11	-1	3	4	-1	-8
CC(C)OCCCN1CN(S(=O)(=O)c2cccs2)c2nc3ccccc3nc21	-11	-13	1	6	-1	2	-28	-6	2
CCN(CC)S(=O)(=O)c1ccc(/C=C/C(=O)Nc2ccc(N3CCOCC3)cc2)cc1	-11	-22	0	6	4	6	-4	-2	-9
Cc1ccc(NC(=O)CCC(=O)NNC(=O)/C=C/C(=O)O)c(C)c1	6	9	3	9	-3	7	-1	12	15
CC(C)N(Cc1cn(C)nc1-c1cccc(Cl)c1)CC1CCC(=O)N1 (stereo not given)	-26	1	2	6	-3	0	-2	-9	-4
O=C1OC(c2ccccc2)=N/C1=C\N1CCCCC1	2[20 µM]	-5	-1	3	-1	0	-58	-2	11
Cc1cccc2cc(C#N)c(NCCNS(=O)(=O)c3ccc4c(c3)OCCO4)nc12	-19	-23	3	9&7	-1	0	4	-4	-14
O=C(CSc1nnc(CSc2nc3ccccc3s2)o1)NC1CCCCC1	-20	-10	8	13	2	-7	-3	-8	5
O=C(c1cnc2c(c1)COc1ccc(Cl)cc1-2)c1ccccc1O	-26[20 µM]	-9	2	3	-4	3	-3	5	7
CCSc1nn2c(=O)c3ccccc3nc2s1	-1[20 µM]	-9	6	13	-1	-2	-18	-8	4
C=C(C)CNC(=S)N/N=C(\C)c1ccc(Cl)s1	-1	9	6	8	-3	3	-16	0	17
COc1ccccc1N1C(=O)CCC1(C#N)c1ccccc1 (stereo not given)	-22[20 µM]	-15	5	3	4	-6	0	-7	14
COCCOC(=O)c1c(C)oc2ccc(OCc3cc(C(=O)OC)oc3C)cc12	-7	-4	4	1	1	-7	0	-6	-1
c1ccc2[nH]c(CN3CCN(c4ncnc5c4oc4ccccc45)CC3)nc2c1	-13	-5	6	13	1	9	0	-7	7
COc1ccc(-c2nn(-c3ccccc3)cc2/C=N/Nc2cccc(C(=O)O)c2)cc1	-24	-16	5	7	1	1	2	-2	28
O=c1c2ccccc2c(C=Nc2ccccc2O)c(O)n1-c1nccs1	-28	-22	-5	7	2	5	-10	-6	-21
CCCCCCn1c(N2CCC(C(N)=O)CC2)nc2c1c(=O)n(C)c(=O)n2C	-18	-2	4	12	5	-7	-2	-5	2
CCN(CC)S(=O)(=O)c1ccc(C(=O)OCC(=O)NCCN2C(=O)CSC2=O)cc1	-25	5	3	3	0	3	-5	-3	8
O=C(c1ccccc1)N1CCC(O)(c2cccnc2)CC1	-18[20 µM]	-2	3	x	-3	-3	-1	-1	37
O=C1C2C(C(=O)N1CCc1ccccc1)C1C=CC2C12CC2 (stereo not given)	-23[20 µM]	11	4	11	0	-2	3	-3	-16
COc1ccc(CN(C)CC(=O)NC2CCCc3ccccc32)cc1OC (stereo not given)	-32	-6	0	4	2	2	-2	-5	14
COCCCNC(=O)c1cc2cc([N+](=O)[O-])cc(OC)c2oc1=O	-12	-2	2	0	-2	1	-14	-2	0
Cc1cc(C)cc(-n2c(C)cc(/C=N/NC(=O)c3cccc([N+](=O)[O-])c3C)c2C)c1	-4[20 µM]	-3	6	10	6	-5	-8	-8	-23
CN1C2CCC1CC(NC(=O)CSCc1ccc(Cl)cc1Cl)C2 (stereo not given)	-16	-4	1	6	0	6	-7	-6	7
COc1ccc2cc(C3C(C#N)=C(N)OC(C)=C3C(C)=O)c(Cl)nc2c1 (stereo not given)	-9	x	2	0	5	-2	-30	-3	7
CCOc1ccc(Cl)cc1S(=O)(=O)n1nnc2ccccc21	-25[20 µM]	-9	2	17	-2	0	4	-11	-8
Cc1ccc(CNC(=O)CNC(=S)N(Cc2ccccc2)Cc2cccnc2)cc1	-19	-14	2	7	-3	1	1	-1	-2
O=C(Nc1ccccc1C(=O)O)/C(=C/c1ccc([N+](=O)[O-])cc1)NC(=O)c1ccc(Br)o1	-25	-15	6	13	-3	2	-9	2	21
O=C1CCCCc2sc(Br)c([N+](=O)[O-])c2N1	-15	-4	-3	10	2	12	-21	-7	29
COc1ccc(N2Cc3ccccc3C2=NC(=O)c2cncc(Br)c2)cc1	-26	-17	5	3	1	3	0	-4	-1
O=C(NNC(=O)[C@@H]1CCCC[C@@H]1C(=O)O)Nc1ccccc1	-18	-4	1	5	1	-4	-4	-9	12
CN(Cc1ccccc1)C(=O)N1CCOCC1	-14	-6	2	17	-2	8	-7	-4	-9
CC(=O)Nc1ccc(Oc2sc(C(=O)c3ccccc3)c(N)c2C#N)cc1	-10	-12	-1	20	0	10	3	-9	6
CCc1ccccc1NC(=O)NC1CC2CCC(C1)N2Cc1ccco1 (stereo not given)	-32	-1	4	9	-1	6	5	-6	13
CC1(C(=O)NC(=S)N(CCC#N)Cc2cccnc2)CC1(Cl)Cl (stereo not given)	-19	2	3	5	-3	4	-5	2	5
OCCN1CCN(C(c2cccs2)c2ccc3cccnc3c2O)CC1 (stereo not given)	-12	-14	86*	15	100*	9	-1	-1	14
CCOC(=O)c1c(-c2cccs2)csc1NC(=O)CCCC(=O)O	-10	0	7	22	7	-7	-9	-10	13

Next entries:
structure	Furin inh	NCF1 inh	BaF3 tox	EP2 antag	Ba/F3 V617F tox	p97 inhibitor	TbHK1 inh	RBBP9 inhibitor	PPC-1+TRAIL kill
COc1cc(OC)nc(NC(=O)NS(=O)(=O)c2ccc(OC(F)(F)F)cc2)n1	-15	-15	-1	19	0	1	7	1	6
O=C(Nc1nncs1)c1ccc(Br)c(S(=O)(=O)N2CCCC2)c1	-17[20 µM]	-4	4	9	-2	-2	-6	-7	-4
Cc1cc(N2CCN(c3ccccc3)CC2)nc(NCc2ccccc2)n1	-23	4	0	19	-3	3	7	-6	9
CN(CC(=O)Nc1nc2ccc(F)cc2s1)S(=O)(=O)c1ccc(Cl)cc1	-12[20 µM]	-16	10	14	1	4	-1	-1	8
CCOC(=O)CCc1c(C)c2ccc(OCC(=O)OC(C)C)cc2oc1=O	-22[20 µM]	-9	5	12	-1	-3	-19	0	20
CCCCCCCCNC(=O)c1cccnc1SCC(=O)Nc1ccc(OC)cc1OC	11	1	12	9	5	-8	24	-12	-8
O=C(N/N=C/c1cccs1)c1cc(-c2ccc3ccccc3c2)n[nH]1	-9[20 µM]	-9	0	19	-2	5	-15	-17	23
COc1ccc(N=CC2=C(O)CCCC2=O)cc1	6	4	1	22	1	5	-39	3	16
CCC1CCc2c(sc(NC(=O)c3ccoc3C)c2C(N)=O)C1 (stereo not given)	-22[20 µM]	-25	3	7	-5	3	-15	7	32
COc1cccc(CNC(=O)C2CCN(S(=O)(=O)c3cccc4cccnc34)CC2)c1	-10	4	2	2	-5	-1	-2	-12	-1
CCC(=O)c1ccc(OCC(O)CN2CCN(c3cccc(C(F)(F)F)c3)CC2)cc1 (stereo not given)	-7[20 µM]	-12	4	6	-1	-1	-2	17*	-7
C#CCOCCOCCOCCNc1nc(N2CCN(C(=O)Cn3cc(CCCN=C(N)N)nn3)CC2)nc(N2CCN(C(=O)[C@H](C)n3cc(CCCN=C(N)N)nn3)CC2)n1	-11	-4	-1	7	-5	6	1	-6	9
Cc1ccccc1N(CC(=O)Nc1ccccc1C(=O)NCc1ccco1)S(=O)(=O)c1ccccc1	-21	-26	3	1	-1	-2	5	-10	10
O=C(COc1ccccc1N1C(=O)c2ccccc2C1=O)c1ccc(Cl)cc1	-21[20 µM]	-34	-1	18	-1	1	4	-7	15

A portion of the library, so the mix of outcomes need not match the whole.
